# M17LAP inhibition: P. falciparum M17LAP inhibitors, primary screen, biochemical, fluorogenic H-Leu-NHMec substrate, 1536-well (AID 1619); recombinant M17LAP, H-Leu-NHMec fluorogenic kinetic assay; higher % means a stronger effect; inhibition, % at 30 µM, or IC50 in µM where a hit was titrated; 220,000 tested, 0.38% active;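 active = compound inhibiting the enzyme by more than half at any dose during confirmatory dose-response retesting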;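 also: plate controls were full reaction with DMSO carrier for no effect and no enzyme background for full effect; strong numbers were not always called active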
# Dynein cargo inh: inhibitors of GR-EGFP nuclear translocation, primary screen, dynein cargo transport inhibitor project, imaging, high-content, 3617.4 mouse cells; z-score, hits read low; test concentration mostly 20 µM; stimulated with dexamethasone, 1 µM; hits give low values; AID 1381, 2008; 220,000 tested, 0.47% active;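 active = plate z-score of nuclear minus cytoplasmic receptor signal below a set negative limit, without overly bright fluorescence or cell loss, cut at about -3.5 in these data, passing the limit was not always enough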;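 also: z-score of nuclear minus cytoplasmic ring GR-EGFP intensity difference per well; some compounds called inactive have numbers as strong as hits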
#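 Buffer or medium: tet-free, stripped-serum medium; reagent: dexamethasone at 1.0 µM final, 30 min; incubation: 48 h induction, 1 h compound, 30 min dex at 37 °C; measured by: formaldehyde fixation, Hoechst nuclear stain, 10x automated fluorescence imaging; read-out: nuclear-to-cytoplasmic GR-EGFP distribution per well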
# Autophagy HCS: autophagy modulators in MEF cells, primary screen, imaging, high-content, MEF GFP-LC3; MEF GFP-LC3 puncta imaging; test concentration mostly 10 µM; calls only at 10 µM (by protocol); 190,000 tested, 0.98% active; AID 463193, 2010;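 active = percentage of spot-positive cells more than 3 SD above its plate mean, without a fluorescence outlier flag or 80% toxicity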;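 also: spot-positive cell cutoff set from DMSO-treated cells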
# MT stabilize HCS: microtubule stabilizers in HeLa cells, primary screen, imaging, high-content imaging. HeLa tubulin immunostaining HCS, 24 h; share of cells brighter than vehicle mean+2SD. 200,000 tested, 0.83% active. % tubulin-high responders, % at 10 µM;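 active = plate Z-score above 3 for both tubulin-high and condensed-nucleus cell shares, with cell loss under 80%, at 10 µM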;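 also: anti alpha tubulin signal scored within the nucleus-defined area of each cell; some results filed as inactive read as strong as hits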
# bCat nuc transl: modulators of beta-catenin nuclear translocation, primary screen, imaging, HeLa cells, immunofluorescence, high-content; AID 1665, 2009; 190,000 tested, 0.3% active; nuclear translocation activity, % at 5 µM;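 active = nuclear translocation activity above 50% at 5 µM, with a well cell count of 50 or more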;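 also: per-cell ratio of nuclear to cytoplasmic median beta-catenin stain intensity; plate controls were DMSO negative control for no effect and GSK-3 inhibitor IX positive control for full effect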
#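 Test system: human HeLa cells, endogenous beta-catenin. Times: 24 h compound exposure, 37°C. Measured by: beta-catenin immunofluorescence imaging with DAPI.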
# K1F lysis inhibition: inhibition of K1F phage lysis, E. coli UTI89, bacterial capsule biogenesis inhibitors, alamar blue (AID 488966); E. coli UTI89 K1F phage lysis, alamar blue, 2 h; higher % means a stronger effect; one-dose inhibition, % at 100 µM; IC50 in µM for titrated hits; 340,000 tested, 0.02% active;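 active = phage lysis inhibition, versus mean bacterial control, above a set limit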;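 also: capsule biogenesis inhibitors block K1F phage lysis so surviving cells raise fluorescence; higher fluorescence means more inhibition of phage lysis; actives were called in the ten point dose series up to 300 µM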
# Ins promoter up: insulin promoter activators in MIN6 cells, imaging, high-content screening, mouse beta cells | MIN6 insulin promoter-GFP reporter; hits give high values | z-score at 5 µM | 190,000 tested, 0.3% active | AID 1625, 2009;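 active = z-score above 3 at 5 µM with at least 500 cells counted in the well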
# P. falciparum M1AAP: P. falciparum M1AAP inhibitors, biochemical, fluorogenic H-Leu-NHMec substrate, 1536-well (AID 1445); recombinant M1AAP, H-Leu-NHMec fluorogenic kinetic assay; higher % means a stronger effect; inhibition, % at 30 µM; hits with a dose series show IC50 in µM; 220,000 tested, 0.42% active;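 active = primary inhibition above the hit cutoff, then over 50% inhibition at one or more dose response concentrations, cut at about 23% in these data, passing the limit was not always enough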;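 also: plate controls were DMSO full reaction for no effect and no enzyme background for full effect; strong numbers were not always called active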
# CSM14.1 death rescue: rescue of cells from ER stress-induced death, primary screen, 384-well, CSM14.1, thapsigargin, ATP luminescence (AID 1222); CSM14.1 thapsigargin-induced death rescue, ATP luminescence; higher % means a stronger effect; cellular ATP content (survival), % at 20 µM, or EC50 in µM where a hit was titrated; 190,000 tested, under 10 active;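 active = EC50 below 50 µM in the dose-response confirmation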;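 also: death triggered by thapsigargin at about 15 µM added after 2 h compound pretreatment; cell ATP read after overnight thapsigargin exposure of roughly 18 to 22 hours; normalized against plate controls of thapsigargin alone and 5% DMSO vehicle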
# Dynein cargo inh cytoplasmic EGFP: second read-out of Dynein cargo inh, no call of its own (marks repeat the call); z-score; measured here: cytoplasmic GR-EGFP intensity; hits give high values
# Dynein cargo inh nuclear GR-EGFP: further read-out of Dynein cargo inh, marked with its call; z-score; measured here: nuclear GR-EGFP intensity;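 lower value marks the stronger effect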
# Dynein cargo inh cell count: recorded beside Dynein cargo inh, whose call it bears; z-score; measured here: cell count per field
# Ins promoter up cell count: further read-out of Ins promoter up, marked with its call; cell count; measured here: cytotoxicity, nuclei count;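 total cells summed across four imaged fields per well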
# bCat nuc transl cell count 5 µM: recorded beside bCat nuc transl, whose call it bears; cell count; measured here: cell count, cytotoxicity flag
# MT stabilize HCS Hoechst-high %: also measured in MT stabilize HCS; calls as there; % Hoechst-high responders; measured here: nuclear condensation Hoechst responders;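 share of cells brighter than vehicle mean plus two SD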
# MT stabilize HCS cytotoxicity %: further read-out of MT stabilize HCS, marked with its call; toxicity, %; measured here: cytotoxicity by cell density;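 0% = mean cell density of plate MIN control wells and 100% = no cells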
# Autophagy HCS cell loss 18 h: further read-out of Autophagy HCS, marked with its call; toxicity, %; measured here: cell loss, nuclei count;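 cell loss after 18 h compound exposure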
# The depositor's hits bear a star; i = inactive; x = not tested or not shown; [ ] = remark or other dose.
SMILES,M17LAP inhibition,Dynein cargo inh,Dynein cargo inh cytoplasmic EGFP,Dynein cargo inh nuclear GR-EGFP,Dynein cargo inh cell count,Autophagy HCS,Autophagy HCS cell loss 18 h,MT stabilize HCS,MT stabilize HCS Hoechst-high %,MT stabilize HCS cytotoxicity %,bCat nuc transl,bCat nuc transl cell count 5 µM,K1F lysis inhibition,Ins promoter up,Ins promoter up cell count,P. falciparum M1AAP,CSM14.1 death rescue
CCOc1ccc(CCNC(=O)C2CCN(S(=O)(=O)N3CCCCC3)CC2)cc1OCC,-12%,0.78,-0.22,1.5,-0.84,i,10,3.9,3.1,8.4,2.8,541,1.3%[50 µM],-0.01,931,1%,-1.6%
O=C1C2C3C=CC(C4CC34)C2C(=O)N1CCc1ccccc1 (stereo unspecified),-7%,-0.046,-0.3,-0.25,0.25,i,6,3.3,1.5,8.8,-6.5,541,1.2%[50 µM],-0.08,1383,-1%,6.1%
Cc1ccc(C(=O)/C=C/c2cn(CN3CCN(C)CC3)c3ccccc23)cc1,-3%,-0.71,0.078,-0.04,0.65,i,-9,2.5,2.7,2.3,3.2,1082,-0.4%,-0.73,878,1%,-3.6%
Cn1c(=O)cc(OCC(=O)Nc2ccccn2)c2ccccc21,-1%,-0.96,0.49,-0.12,1,i,1,1.5,1.6,9.1,x,x,0.8%,0.12,799,0%,-0.5%
CCOc1ccccc1C1C(C#N)=C(N)Oc2cc(C)n(Cc3ccccn3)c(=O)c21 (stereo unspecified),7%,0.49,-0.2,0.53,-0.44,i,-12,4.9,2.5,8.0,x,x,0.0%,x,x,13%,1.6%
OC(CN1CCN(Cc2ccccc2)CC1)c1ccc(F)cc1 (stereo unspecified),-6%,1.8,-0.24,0.44,-0.65,i,3,3.2,3.5,15,2.2,502,1.8%[50 µM],-0.13,1218,1%,0.6%
COc1ccc(C(=O)Nc2cccc(-c3nc4ncccc4o3)c2C)cc1OC,3%,0.92,-0.31,0.81,0.51,i,15,1.8,1.6,26,x,x,0.5%,-0.06,1268,4%,x
COc1cc(/C=C2/NC(=O)N(c3cccc(Cl)c3)C2=O)ccc1O,x,0.1,0.18,0.62,-0.65,i,11,3.0,2.6,5.2,7.2,870,0.1%,x,x,x,0.0%
COC(=O)c1ccc(CSc2ncnc3c2nnn3-c2ccc(OC)cc2)o1,8%,1.1,0.064,0.91,-0.19,i,0,4.6,2.8,7.2,-1.4,998,-0.2%,0.42,1592,2%,-2.7%
CCOC(=O)CCC(=O)N1CCOCCN(C(=O)CCC(=O)OCC)CCOCC1,2%,-0.65,-0.18,-0.17,0.53,i,-6,1.8,1.2,3.7,-4.8,966,1.2%,-0.7,1493,0%,-1.7%
CN(C)C1N(C(=O)c2ccccc2)N=C2c3ccccc3S(=O)(=O)N21 (stereo unspecified),x,-0.81,-0.12,-0.057,1.1,i,-4,2.3,2.0,7.1,-1.1,991,1.9%,0.07,1493,x,-0.5%
Cc1ccc(C)c(C(=O)COc2ccccc2[N+](=O)[O-])c1,4%,-0.35,-0.26,-0.5,0.14,i,7,5.0,3.1,4.0,2.5,984,5.4%,2.4,1290,10%,-2.5%
O=C(NCc1cccnc1)c1ccc(-c2cc(Cl)ccc2Cl)o1,-6%,-0.27,-0.16,-0.65,1.2,i,-7,3.6,2.2,9.6,-2.6,1068,-0.5%,-1.3,1387,2%,11%
Cc1cc(NC(=O)CSc2ccc3nnc(CCNC(=O)c4ccccc4)n3n2)no1,16%,-0.58,-0.37,0.2,0.34,i,11,2.7,2.7,6.1,-0.5,1096,-0.4%,0.58,1235,0%,-1.7%
CC(=O)Oc1ccc(C(=O)Nc2cccc(C(=O)c3cccc(NC(=O)c4ccc(OC(C)=O)cc4)c3)c2)cc1,12%,-1.1,0.094,-0.72,1.3,i,-1,2.2,2.8,0.6,-0.9,919,1.6%,-0.27,1329,3%,11%
Cc1cc2nc(SCCOC(=O)Nc3cccc(Cl)c3)nc(C)c2cc1C,6%,-0.17,-0.24,-0.12,0.044,i,1,3.9,3.1,7.9,-0.3,506,0.1%,-0.19,1253,7%,-0.7%
COc1ccc(CC(NC(C)=O)C(=O)N2CCN(C(=O)Nc3cccc(Cl)c3)CC2)cc1OC (stereo unspecified),6%,0.81,0.01,0.38,-0.46,i,-3,2.5,1.1,4.6,-6.9,1148,-0.1%,0.14,1223,0%,-1.9%
Cc1ccc(/C=N/n2nnnc2N)o1,15%,-0.56,-0.2,0.003,1,i,-3,1.4,1.0,5.8,x,x,-0.2%,-0.45,991,7%,-0.8%
Cc1cc(C)c[n+](-c2nc3ccccc3nc2[N-]S(=O)(=O)c2ccc(Cl)cc2)c1,10%,-0.27,-0.11,0.29,-0.69,i,22,4.1,3.2,3.6,0.0,1041,0.0%,1.5,1499,1%,-2.8%
O=c1c2ccccc2[nH]c(=S)n1C1CCCCC1,3%,-0.68,-0.35,0.0028,1.4,i,-12,3.8,2.0,7.0,-4.9,937,0.4%[50 µM],1.3,1382,0%,-1.7%
CCCOc1ccc(-c2nc(-c3ccc([N+](=O)[O-])cc3)cs2)cc1,0%,0.69,-0.25,0.18,-0.12,x,x,x,x,x,0.0,1336,0.0%,-0.12,1080,2%,x
O=C(Cc1ccc(F)cc1)N1CCN=C1SCc1cccc([N+](=O)[O-])c1,3%,-0.93,-0.18,-0.33,-0.28,i,9,2.4,1.9,6.2,-0.3,1083,1.1%,-1.8,1193,1%,x
O=C(Cn1nnc(-c2ccc3c(c2)OCO3)n1)NCc1ccccc1,4%,-0.53,-0.29,-0.19,0.54,i,-9,1.1,1.2,4.4,0.1,1408,0.5%,0.87,1469,4%,-1.9%
COc1cccc(-c2cc(C(F)(F)F)c3c(N)c(C#N)sc3n2)c1,-1%,-0.77,-0.12,-0.84,-0.72,i,14,3.3,1.9,11,x,x,x,x,x,-2%,0.0%
Cc1onc(-c2c(F)cccc2Cl)c1C(=O)N1C=CC(C(F)(F)Cl)=NCC1,8%,-0.2,0.49,-0.29,-0.085,i,-3,1.6,1.5,5.5,x,x,0.1%,x,x,2%,-2.7%
CSc1nc(-c2ccco2)cc(C(F)(F)F)c1C#N,0%,0.21,0.34,0.63,0.11,i,-4,2.2,2.0,1.9,9.0,481,0.2%,x,x,2%,-1.4%
COCCn1c(SCC(=O)Nc2nnc(C)s2)nnc1-c1ccncc1,12%,-0.31,-0.27,0.1,0.041,i,4,2.4,3.3,15,-1.5,1074,2.6%,0.66,1947,1%,-1.1%
CCC(=O)N1CCc2cc(Br)cc(S(=O)(=O)CCC(=O)NCCOC)c21,5%,0.035,-0.086,0.22,0.36,i,-12,2.1,1.0,6.5,x,x,-0.3%,x,x,4%,-1.0%
O=C(c1cc2ccccc2oc1=O)N(Cc1cccs1)CC1CCCO1 (stereo unspecified),13%,0.83,-0.2,0.26,-0.54,i,-14,2.0,1.7,6.3,1.2,1495,0.2%,0.74,1308,0%,-1.5%
CCOC(=O)c1ccc(COC(=O)c2cc(=O)[nH]c3ccccc23)o1,7%,0.78,-0.25,1.1,-0.3,i,-6,1.4,2.4,5.7,x,x,0.2%,x,x,1%,x
Cc1ccc(S(=O)(=O)CC(=O)c2ccc3c(c2)OCCO3)cc1,0%,1.5,-0.25,0.47,-0.38,x,x,x,x,x,1.0,1301,-0.4%,-0.2,1351,0%,x
CCN(CC)C(=O)CSc1nc(OC)cc(=O)[nH]1,1%,-0.75,-0.28,-0.8,0.97,i,10,1.4,3.9,7.6,-1.5,1014,0.0%,x,x,2%,-1.6%
COc1cc(NC(=S)NCCCO)c(OC)cc1Cl,0%,-0.052,-0.29,0.025,0.8,i,-32,5.0,1.8,8.6,-2.8,1063,0.3%,0.69,1584,1%,1.0%
CCN(CC)CCSc1nc2ccccc2c(=S)n1-c1ccccc1,-5%,1.9,-0.14,0.56,-0.75,i,-3,2.1,2.7,3.0,0.2,1099,x,-0.43,1064,-9%,-1.2%
Cc1cc(C(=O)c2ccccc2)c(NC(=O)CCl)s1,1%,0.56,-0.056,0.11,-0.71,i,23,2.1,3.1,6.6,x,x,-0.7%,-0.13,1152,3%,0.7%
CNC(=S)NNC(=O)Cc1ccc(OC)cc1,-6%,0.14,-0.27,0.043,0.91,x,x,x,x,x,-2.2,1173,-2.7%,-0.42,1326,-2%,x
